Compound activity from PubChem.
SIRT5 inh = SIRT5 desuccinylase inhibitors, primary screen, biochemical, fluorescence imaging, single point, set 5; 330,000 tested, 1.1% active; Purified SirT5, succinyl-peptide AMC, trypsin-coupled fluorescence; NAD-dependent protein deacylase sirtuin-5, mitochondrial (Homo sapiens), Q9NXA8; AID 652115, 2013; inhibition, % at 15 µM; in the data active means inhibition above about 15%; inconclusive means no clear call, values can overlap the other calls
ERAP1 HTS inh = human ERAP1 aminopeptidase inhibitors, primary screen, biochemical, single point, plate reader; inhibition, % at 10.7 µM; 340,000 tested, 0.15% active; AID 652197, 2013; recombinant ERAP1, Leu-AMC fluorescence, 60 min; Endoplasmic reticulum aminopeptidase 1 (Homo sapiens), Q9NZ08;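 active means mean replicate inhibition of at least 30%, or all replicates individually reaching that 30% level; inactive means mean below 30% and not every replicate reaching it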;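 further: 0% = neutral control wells and 100% = L-leucinethiol positive control wells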
Target sequence (Q9NZ08 whole entry, looked up): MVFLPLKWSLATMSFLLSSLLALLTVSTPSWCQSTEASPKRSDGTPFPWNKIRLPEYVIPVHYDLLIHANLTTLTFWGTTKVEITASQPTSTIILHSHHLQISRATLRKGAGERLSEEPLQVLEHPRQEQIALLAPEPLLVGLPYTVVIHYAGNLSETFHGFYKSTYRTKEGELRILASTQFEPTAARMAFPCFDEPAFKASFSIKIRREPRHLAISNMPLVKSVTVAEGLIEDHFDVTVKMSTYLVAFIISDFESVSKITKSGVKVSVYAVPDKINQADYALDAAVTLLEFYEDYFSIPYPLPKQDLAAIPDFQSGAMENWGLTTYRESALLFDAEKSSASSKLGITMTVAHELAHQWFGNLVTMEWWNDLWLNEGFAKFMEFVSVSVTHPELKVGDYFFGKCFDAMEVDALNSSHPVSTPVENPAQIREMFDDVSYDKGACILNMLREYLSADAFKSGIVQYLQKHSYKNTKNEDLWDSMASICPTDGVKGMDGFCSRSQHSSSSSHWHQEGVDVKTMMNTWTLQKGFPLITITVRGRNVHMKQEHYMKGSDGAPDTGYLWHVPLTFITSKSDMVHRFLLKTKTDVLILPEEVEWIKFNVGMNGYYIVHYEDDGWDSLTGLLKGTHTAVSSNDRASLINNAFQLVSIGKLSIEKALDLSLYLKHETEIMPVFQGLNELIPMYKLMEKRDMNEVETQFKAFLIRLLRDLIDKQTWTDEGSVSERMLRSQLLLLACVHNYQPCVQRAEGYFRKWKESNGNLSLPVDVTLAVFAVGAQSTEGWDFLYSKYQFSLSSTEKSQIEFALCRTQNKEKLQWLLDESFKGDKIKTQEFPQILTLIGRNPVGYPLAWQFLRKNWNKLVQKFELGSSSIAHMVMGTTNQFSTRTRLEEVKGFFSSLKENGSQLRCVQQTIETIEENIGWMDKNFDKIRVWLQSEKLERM
S100A4 inh HTS = inhibitors of S100A4-myosin IIA peptide binding, primary screen, biochemical, fluorescence polarization, TAMRA-MyoIIA peptide; inhibition, % at 10.7 µM; 360,000 tested, 0.14% active; Protein S100-A4 (Homo sapiens), P26447;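 active means mean inhibition of at least 70% across replicates, with every replicate also reaching that level; inconclusive means mean inhibition reaches 70% but some replicates fall short; inactive means mean inhibition below 70%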
Target sequence (P26447 whole entry, looked up): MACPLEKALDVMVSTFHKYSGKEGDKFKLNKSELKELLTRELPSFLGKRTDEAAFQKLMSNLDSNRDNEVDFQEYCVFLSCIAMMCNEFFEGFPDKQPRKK
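Material: S100A4 monomer protein | Medium: HEPES pH 7.2 with CaCl2, KCl, NaCl, DTT, Triton | Reagent: Labelled myosin peptide probe, 5 nM | Doses: One dose per compound | Times: 5 min incubation before reading | Benchmarks: Neutral control DMSO, positive control TFP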
PGC1a acetyl inh = inhibitors of PGC1a acetylation signal, primary screen, cell-based, U2OS, AlphaScreen, inhibitor mode. AlphaScreen anti-acetyl-lysine; with virally co-expressed GCN5 acetyltransferase. inhibition, % at 15.6 µM. 350,000 tested, 0.17% active. AID 651687, 2012;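 active means every replicate shows inhibition of at least 40%; inconclusive means mean inhibition at least 40% but some replicate below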;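 further: 0% = neutral control wells and 100% = positive control wells; some results beyond the cut were filed as inactive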
Cneo AK release = Cryptococcus neoformans cell lysis inducers, primary screen, AK release luminescence, single concentration; 360,000 tested, 0.2% active; AID 651654, 2012; C. neoformans lysis, adenylate kinase release luminescence, 4 h; normalised: neutral wells 0, clomiphene wells 100; lysis activity, % at 15 µM;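 active means mean lysis activity across replicates of at least 80%, whatever share of replicates individually reach that level; inactive means mean lysis activity below 80%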
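Assay system: log-phase C. neoformans yeast / Quantity: yeast cell density of 5 × 10^6 cells/mL / Medium: fresh YPD growth medium / Compound: single dose / Timing: static 4 h at 37 °C with compound, 1 h detection / Measured by: adenylate kinase release luminescence / Read-out: lysis from increased AK signal / Benchmarks: Clomiphene as positive lysis control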
C2C12 statin = suppressors of statin myotoxicity in C2C12 myotubes, primary screen, cell-based, single point, plate reader; C2C12 myotubes + simvastatin, ATP luminescence, 48 h; scaled: DMSO 0, geranylgeraniol control 100; rescue of ATP level, % at 7.49 µM; 330,000 tested, 0.78% active; AID 602340, 2012;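 active means mean ATP rescue above about 67%, or every replicate alone reaching that limit, limit read from the data, passing the limit was not always enough; inconclusive means no clear call, values can overlap the other calls; inactive means mean under the limit and some replicate under it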;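 further: myotubes were challenged with 10 µM simvastatin during compound exposure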
LGR2 antag = inhibitors of bursicon-induced LGR2 CRE-luciferase signal, primary screen, cell-based, HEK293, CRE-luciferase reporter, bursicon stimulation; Drosophila bursicon receptor LGR2 (rickets); bursicon-stimulated, 4 h; inhibition, % at 9.99 µM; 380,000 tested, 0.35% active; AID 720647, 2013;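 active means drop in luminescence signal, shown as inhibition above about 50% in the replicate tests, limit read from the data, passing the limit was not always enough; inconclusive means probably only some replicates passing the limit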;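 further: agonist challenge used bursicon conditioned medium at about half maximal strength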
Xi reactivation = activators of inactive X chromosome reactivation, primary screen, imaging, XiGFP fibroblasts, GFP high-content imaging, set 2. 360,000 tested, 0.055% active. activation, % at 7.58 µM. XiGFP mouse fibroblasts, % GFP-positive cells imaging, 3 d; cells co-treated with 5-aza-dC sensitizer; scaled so ellipticine positive control = 100%;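 active means mean normalized replicate activation at least 10% and every replicate at or above 10%; inconclusive means only one of the two criteria met; inactive means mean below 10% and not all replicates reach 10%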;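 further: 0% = median of on-plate neutral control wells and 100% = ellipticine 6 µM median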
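System: SV40-immortalized XiGFP fibroblast cells, line 68-5-11 / Incubation: 3-day compound exposure, then 15 min fixation at room temperature / Compound: single concentration per compound, delivered by pin transfer / Buffer or medium: DMEM plus 5-aza-dC sensitizer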
* = called active by the depositor; ? = inconclusive; · = no result given.

# | structure | SIRT5 inh | ERAP1 HTS inh | S100A4 inh HTS | PGC1a acetyl inh
1 | CCC(C)NC(=O)C1CCN(C(=O)COc2ccc3c4c(c(=O)oc3c2C)CCCC4)CC1 (configuration not stated) | -1 | -4 | -2 | 9
2 | O=C(NC1CCCC1)c1cc(=O)[nH]c2ccccc12 | -2 | -3 | -8 | 1
3 | CCCc1cc(=O)oc2cc(OCC(=O)Nc3ccc(CN4CCOCC4)cc3)c(Cl)cc12 | -2 | 0 | -5 | -13
4 | O=C(NC[C@H]1N[C@H](CO)[C@@H]1c1ccc(-c2cncnc2)cc1)C1CCCCC1 | -5 | · | 9 | ·
5 | O=C(Nc1ccc(F)cc1)c1ccccc1NC(=O)C1CC=CCC1C(=O)O (configuration not stated) | -1 | -7 | -4 | ·
6 | COc1cccc(OC)c1C(=O)NC(C)CCc1ccccc1 (configuration not stated) | -5 | 0 | 0 | ·
7 | COc1ccc(CN(C)C[C@H]2Oc3ccc(NC(=O)Nc4ccccc4)cc3CC(=O)N([C@H](C)CO)C[C@@H]2C)cc1 | 5 | -2 | 7 | -2
8 | Oc1ccc(Cc2ccc(Cl)cc2)c(O)c1 | 3 | 1 | -5 | ·

# | Cneo AK release | C2C12 statin | LGR2 antag | Xi reactivation
1 | -1 | -3 | -7 | 0.0
2 | 0 | -10 | 3 | 0.4
3 | -2 | 28 | -10 | 0.1
4 | · | · | 3 | 0.1
5 | 5 | 4 | -4 | 0.0
6 | -1 | 15 | 6 | 0.2
7 | · | · | 2 | -0.2
8 | 2 | 7 | -17 | -0.1

(continued)
# | structure | SIRT5 inh | ERAP1 HTS inh | S100A4 inh HTS | PGC1a acetyl inh
9 | NCCN=C1NS(=O)(=O)c2ccccc21 | -2 | 12 | -4 | 4
10 | O=c1ccc(S(=O)(=O)N2CCCC2)c[nH]1 | 0 | 1 | 2 | 7
11 | COCCNC(=O)c1cc(-c2ccccc2)sc1N | · | 3 | 1 | ·
12 | FC(F)(F)c1cccc(CC2CN(Cc3ccccc3)Cc3ccccc3N2c2cc(Cl)cc(Cl)c2)c1 (configuration not stated) | · | -1 | -2 | 9
13 | C=CCN(Cc1nc(-c2ccccc2)no1)C(=O)c1ccoc1C | -2 | -4 | 1 | ·
14 | COc1ccc(/C=N/NC(=O)c2ccn[nH]2)cc1CN1CCOCC1 | 2 | · | 2 | ?
15 | CC(Sc1ncn[nH]1)C(=O)Nc1ccc(Cl)cn1 (configuration not stated) | -3 | -1 | -3 | -12
16 | C/C=C/c1ccccc1[C@@H]1[C@H](C#N)N(c2ncc(CC)s2)[C@H]1CO | -1 | 0 | -9 | 9

# | Cneo AK release | C2C12 statin | LGR2 antag | Xi reactivation
9 | -1 | 5 | -5 | ·
10 | 0 | 7 | -2 | -0.1
11 | · | · | -15 | 0.1
12 | 0 | 1 | 102* | -0.1
13 | -3 | 7 | -31 | -0.1
14 | 2 | -4 | 8 | 0.2
15 | 0 | -2 | 2 | 0.0
16 | · | · | 6 | 0.0

3 compounds out of the list above, arranged by the value under LGR2 antag, highest first:
nr | Compound | LGR2 antag
16 | C/C=C/c1ccccc1[C@@H]1[C@H](C#N)N(c2ncc(CC)s2)[C@H]1CO | 6
10 | O=c1ccc(S(=O)(=O)N2CCCC2)c[nH]1 | -2
9 | NCCN=C1NS(=O)(=O)c2ccccc21 | -5

Other structures follow:
# | structure | SIRT5 inh | ERAP1 HTS inh | S100A4 inh HTS | PGC1a acetyl inh
17 | CS(=O)(=O)N1[C@H](CO)[C@@H](c2ccc(C#Cc3cccc(F)c3)cc2)[C@@H]1C#N | 3 | -2 | -14 | 13
18 | COC(=O)c1cccc(S(=O)(=O)N(Cc2ccco2)Cc2cc3cc(OC)c(OC)cc3[nH]c2=O)c1 | · | · | · | -5
19 | CCOC(=O)c1cc(C#N)c(SC)nc1C | 1 | 2 | -2 | ·
20 | C=CCn1c(CNc2ccc(C)cc2)nnc1SCC(=O)N/N=C/c1ccc(O)cc1 | · | · | · | -3
21 | COC(=O)[C@]1(Cc2ccccc2)N[C@H](CN(C)C(C)=O)[C@@H]2C(=O)N(C)C(=O)[C@@H]21 | · | 2 | -10 | ·
22 | C[C@H](CO)N1C[C@H](C)[C@@H](CN(C)C(=O)Nc2ccc(F)cc2)OCCCC[C@H](C)Oc2ccc(NS(=O)(=O)c3cn(C)cn3)cc2C1=O | -6 | -2 | 9 | -19
23 | C/C=C/c1ccc([C@H]2[C@@H](CO)N(CC3CCCC3)C23CN(S(=O)(=O)CC)C3)cc1 | 6 | 0 | 24 | -12
24 | COC(CNC(=O)c1cn(C)c2ccc(S(=O)(=O)N3CCOCC3)cc2c1=O)OC | 2 | -4 | 0 | ·

# | Cneo AK release | C2C12 statin | LGR2 antag | Xi reactivation
17 | -1 | 36 | -7 | -0.1
18 | 2 | 10 | 5 | ·
19 | · | · | -15 | -0.2
20 | 12 | 11 | -7 | ·
21 | 1 | 2 | -21 | -0.1
22 | -1 | · | -9 | 0.2
23 | · | · | 7 | 0.0
24 | 0 | 13 | 24 | 0.1

Other compounds:
# | structure | SIRT5 inh | ERAP1 HTS inh | S100A4 inh HTS | PGC1a acetyl inh
25 | Cc1cc(NS(=O)(=O)c2ccc(NC(=O)c3ccccc3F)cc2)no1 | -1 | 4 | 2 | 4
26 | CC(=O)N(C)C[C@H]1Oc2ncc(C#CCc3ccccc3)cc2C(=O)N([C@@H](C)CO)C[C@@H]1C | -1 | 0 | -14 | -1
27 | OC1CCN(c2ncnc3nc[nH]c23)CC1 | · | 7 | -2 | -5
28 | COc1ccc(/C=N/OC(=O)Nc2ccccc2OC)cc1 | 0 | -1 | 0 | -7
29 | CCc1nnc(NC(=O)c2ccc(S(=O)(=O)N(C)Cc3ccccc3)cc2)o1 | -3 | -8 | -2 | ·
30 | COc1cccc(-c2cnc(C(O)c3ccc(F)cc3)[nH]2)c1 (configuration not stated) | -2 | -3 | -5 | ·
31 | C[C@H]1CN([C@@H](C)CO)C(=O)c2cc(C#CCN(C)C)cnc2O[C@H]1CN(C)Cc1ccccc1F | 0 | 1 | 4 | 4
32 | C[C@@H]1CN([C@H](C)CO)C(=O)c2cc(C#Cc3ccccc3)cnc2O[C@@H]1CN(C)C(=O)C1CC1 | -1 | -5 | 4 | 5

# | Cneo AK release | C2C12 statin | LGR2 antag | Xi reactivation
25 | -4 | -23 | 13 | -0.3
26 | 0 | -16 | -10 | -0.2
27 | 0 | 40 | -5 | 0.2
28 | · | · | -8 | 0.0
29 | 0 | -7 | 4 | -0.1
30 | -2 | 2 | -31 | 0.0
31 | -1 | 10 | -1 | -1.1
32 | -1 | -8 | 3 | 0.4

The list continues:
# | structure | SIRT5 inh | ERAP1 HTS inh | S100A4 inh HTS | PGC1a acetyl inh
33 | C/C(=N\NC(=O)COc1ccc(C(C)(C)C)cc1)c1ccc(N2CCOCC2)cc1 | -1 | 1 | -1 | ·
34 | CCCNC(=O)N(C)C[C@@H]1Oc2cc(C#CCC(C)C)ccc2S(=O)(=O)N([C@@H](C)CO)C[C@H]1C | 2 | 1 | 6 | 6
35 | COc1ccccc1C(=O)COC(=O)c1ccccc1OCC(=O)Nc1ccc(SC(F)F)cc1 | -4 | -1 | -2 | ·
36 | O=C(Nc1ncc([N+](=O)[O-])s1)c1cccc([N+](=O)[O-])c1 | 1 | -1 | 3 | ·
37 | CO[C@H]1CN(C)C(=O)c2cc(NC(C)=O)ccc2OC[C@@H](C)N(Cc2cncnc2)C[C@@H]1C | 1 | -3 | ? | -2
38 | COc1cccc(CNC(C)C(=O)Nc2ccc3c(c2)OCCO3)c1 (configuration not stated) | · | -4 | -1 | -11
39 | CC(C)(C)OC(=O)NCCCC[C@H](NC(=O)c1nc[nH]c1C(=O)NCc1ccc(CNC(=O)OC(C)(C)C)cc1)C(=O)OC(C)(C)C | -2 | -3 | -1 | -25
40 | CCOCc1c(C(=O)OCC(=O)Nc2ccccc2C(N)=O)oc2ccccc12 | -6 | -1 | 6 | 2

# | Cneo AK release | C2C12 statin | LGR2 antag | Xi reactivation
33 | · | · | · | 0.0
34 | -1 | -10 | -2 | -1.3
35 | · | · | 1 | 0.1
36 | 1 | -116 | -29 | 0.0
37 | 2 | -8 | 26 | 0.0
38 | · | · | -22 | 0.4
39 | -1 | 11 | 20 | 0.0
40 | 0 | -4 | 9 | 0.2

(further entries)
# | structure | SIRT5 inh | ERAP1 HTS inh | S100A4 inh HTS | PGC1a acetyl inh
41 | Cc1cc(C)c(C)c(S(=O)(=O)N2CCC(C(=O)NCc3ccco3)CC2)c1C | 0 | -1 | 1 | 4
42 | COc1cnc(-c2ccccn2)nc1N(C)c1ccccc1 | 1 | 0 | -2 | ·
43 | C[C@H](CO)N1C[C@H](C)[C@H](CN(C)S(=O)(=O)c2ccccc2)OCCCC[C@H](C)Oc2ccc(NC(=O)Nc3ccc(F)cc3)cc2C1=O | -1 | 2 | 6 | -3
44 | COc1cc(NC2=Nc3cccc4cccc2c34)cc(OC)c1OC | 4 | 1 | -2 | 3
45 | O=C(NCCc1ccc(C(F)(F)F)cc1)c1ccc(Cl)nc1 | 0 | -2 | -5 | ·
46 | C[C@@H]1CN([C@H](C)CO)C(=O)c2cc(-c3cccnc3)cnc2O[C@@H]1CN(C)C(=O)c1ccccc1F | -3 | 0 | -31 | 0
47 | CCNS(=O)(=O)c1c(C)cc(C)c(N(C)S(=O)(=O)c2ccccc2)c1C | 14 | 2 | 1 | ·
48 | CCn1cc(Br)c(C(=O)Nc2ccc(F)cc2F)n1 | 1 | -3 | 4 | ·
49 | Cc1cc(C(=O)CCC(=O)N(C)CC(=O)Nc2ccc(OC(F)(F)F)cc2)c(C)s1 | -1 | -1 | -7 | -1
50 | O=C(O)c1ccc(/C=C/C(=O)c2ccc3c(c2)OCCCO3)cc1 | -1 | -15 | -3 | 8
51 | S=C1CCC(c2ccc(Br)cc2)=NN1c1ccccc1 | -2 | 3 | -12 | ·

# | Cneo AK release | C2C12 statin | LGR2 antag | Xi reactivation
41 | -2 | 5 | 4 | -0.4
42 | 2 | -2 | -3 | 0.0
43 | -1 | · | 5 | 0.2
44 | 0 | -3 | 3 | 0.0
45 | 0 | -23 | -20 | 0.0
46 | -5 | 28 | 5 | 0.0
47 | · | · | · | 0.2
48 | · | · | -5 | 0.3
49 | 3 | 1 | 1 | 0.1
50 | -3 | · | -58 | 0.0
51 | · | · | -16 | 0.2

Not all compounds are listed, so the mix of outcomes need not match the whole.
